Assay outcomes as filed in PubChem.
NCI-60 one-dose screen, 48 h, at 10 µM unless noted. Numbers give growth in % (100 = growth as untreated, 0 = no growth, -100 = all killed).
786-0 – 786-0 renal cancer cells. 81,000 tested, 5.1% active. AID 1794775
TK-10 – TK-10 renal cancer cells; 81,000 tested, 3.9% active; AID 1794769
CAKI-1 – CAKI-1 renal cancer; 75,000 tested, 4.7% active
ACHN – ACHN renal cancer. 81,000 tested, 4.9% active. AID 1794771
UO-31 – UO-31 renal cancer | 81,000 tested, 5.2% active
SN12C – SN12C renal cancer cells | 81,000 tested, 3.8% active | AID 1794767
DU-145 – DU-145 prostate cancer | AID 1794760 | 81,000 tested, 4.2% active
RXF 393 – RXF 393 renal cancer cells; AID 1794773; 77,000 tested, 6.9% active
A498 – A498 renal cancer cells; AID 1794774; 76,000 tested, 5.4% active
An asterisk follows results filed as active; nt = not tested or not shown; & = joins results of further samples; ! = a repeat was not active; [ ] = remark or other dose. Rule for the calls: active = growth percent below 10; inactive = the rest. Rows are unselected; overall some 11% were active at least once.

SMILES	786-0	TK-10	CAKI-1	ACHN	UO-31	SN12C	DU-145	RXF 393	A498
CCOC(=O)[C@H](CCc1ccccc1)N[C@H]1CCc2ccccc2N(CC(=O)O)C1=O	90	101	73	81	62	93	105	77	80
Cc1cn(-c2nc3c(c(NCc4ccccc4)n2)COCC3)c2cccc(C(N)=O)c12	41[0.5 µM]	83[0.5 µM]	nt	40[0.5 µM]	55[0.5 µM]	31[0.5 µM]	88[0.5 µM]	44[0.5 µM]	85[0.5 µM]
CC(=O)c1ccc(NC(=O)CSc2nnc(-c3ccc(Cl)cc3)o2)cc1	98	93	91	101	87	101	101	115	92
O=C(Nc1ccccc1)Oc1ccc2ccccc2c1	103	117	94	92	71	97	104	86	94
O=c1oc2ccc(-c3ccc(F)cc3F)cc2c(=O)n1-c1ccc(Cl)c(C(F)(F)F)c1	7.7*!	15&16	-16*	-11*!	-3.1*!	-15*!	14&21	-14*	-18*
C[C@@H]1C(=O)O[C@H]2[C@H]1CC/C(COC(=O)OCCCCCOC(=O)OC/C1=C/CC[C@@]3(C)O[C@H]3[C@H]3OC(=O)[C@@H](C)[C@@H]3CC1)=C\CC[C@@]1(C)O[C@@H]21	101	109	89	103	85	95	104	112	93
Cc1ccc(N2CCN(CC(O)c3ccccc3)CC2)cc1 (stereo not given)	108	108	104	99	92	102	120	124	110
O=C(O)C(=O)Cc1ccccc1[N+](=O)[O-]	111	59	108	100	76	117	110	129	124
COc1ccc(C(O)c2cc3c(N)c(C(=O)Nc4cccc(Br)c4C)sc3nc2C)cc1 (stereo not given)	38	27	41	29	33	18	9.8*	nt	-16*
COc1ccc(N2CCN(/C(=N\c3sc(-c4ccccc4)nc3-c3ccccc3)c3ccccc3)CC2)cc1	108	102	93	105	87	97	107	122	116

7 consecutive entries out of the list so far, quoted:
SMILES	786-0	TK-10	CAKI-1	ACHN	UO-31	SN12C	DU-145	RXF 393	A498
CCOC(=O)[C@H](CCc1ccccc1)N[C@H]1CCc2ccccc2N(CC(=O)O)C1=O	90	101	73	81	62	93	105	77	80
Cc1cn(-c2nc3c(c(NCc4ccccc4)n2)COCC3)c2cccc(C(N)=O)c12	41[0.5 µM]	83[0.5 µM]	nt	40[0.5 µM]	55[0.5 µM]	31[0.5 µM]	88[0.5 µM]	44[0.5 µM]	85[0.5 µM]
CC(=O)c1ccc(NC(=O)CSc2nnc(-c3ccc(Cl)cc3)o2)cc1	98	93	91	101	87	101	101	115	92
O=C(Nc1ccccc1)Oc1ccc2ccccc2c1	103	117	94	92	71	97	104	86	94
O=c1oc2ccc(-c3ccc(F)cc3F)cc2c(=O)n1-c1ccc(Cl)c(C(F)(F)F)c1	7.7*!	15&16	-16*	-11*!	-3.1*!	-15*!	14&21	-14*	-18*
C[C@@H]1C(=O)O[C@H]2[C@H]1CC/C(COC(=O)OCCCCCOC(=O)OC/C1=C/CC[C@@]3(C)O[C@H]3[C@H]3OC(=O)[C@@H](C)[C@@H]3CC1)=C\CC[C@@]1(C)O[C@@H]21	101	109	89	103	85	95	104	112	93
Cc1ccc(N2CCN(CC(O)c3ccccc3)CC2)cc1 (stereo not given)	108	108	104	99	92	102	120	124	110

Rewritten in CSV form: 2 of the compounds above
canonical_smiles,786-0,TK-10,CAKI-1,ACHN,UO-31,SN12C,DU-145,RXF 393,A498
C[C@@H]1C(=O)O[C@H]2[C@H]1CC/C(COC(=O)OCCCCCOC(=O)OC/C1=C/CC[C@@]3(C)O[C@H]3[C@H]3OC(=O)[C@@H](C)[C@@H]3CC1)=C\CC[C@@]1(C)O[C@@H]21,101,109,89,103,85,95,104,112,93
Cc1ccc(N2CCN(CC(O)c3ccccc3)CC2)cc1 (stereo not given),108,108,104,99,92,102,120,124,110

More compounds
SMILES	786-0	TK-10	CAKI-1	ACHN	UO-31	SN12C	DU-145	RXF 393	A498
COc1ccc(/C=C2\CCc3ccccc3C2=O)cc1	92	80	51	111	88	94	98	103	nt
Brc1ccc(-c2nnc(CN3C=NC4C(N5CCOCC5)=NC=NC43)o2)cc1 (stereo not given)	106	133	90	103	78	104	111	112	nt
Nc1c(C(=O)Nc2cccc(C(F)(F)F)c2)sc2nc3c(cc12)C(O)CCC3 (stereo not given)	47	55	30	55	50	51	9.2*	nt	-2.0*
COc1ccc(/C(C)=N/N=C2C(=O)N(C)c3ccccc32)cc1S(N)(=O)=O	86	92	91	101	92	nt	108	90	101
COc1ccc(/C=C2\Oc3cc4occc4c(OC)c3C2=O)cc1	94	106	94	69	93	105	98	120	123
Cc1ccc(-c2nc(C#N)c(N3CCN(S(C)(=O)=O)CC3)o2)cc1	84	113	79	101	83	102	103	101	76
Cc1nn(-c2ccccc2)c(N2CCCCC2)c1-c1nc2ccc(C(=O)O)cc2[nH]1	100	114	82	95	79	102	102	118	96
CC12CCC3c4ccc(O)cc4CCC3C1CCC2OC1CCCCO1 (stereo not given)	nt	124	93	98	79	79	109	94	90
CCn1cc(C(=O)NN=C2CCCC2)c(=O)c2ccc(C)nc21	93	100	84	87	81	81	109	103	67
FC(F)(F)c1cc2c(Cl)ncnc2n1CCC1CCOCC1	88	98	80	-44*	-93*	41	-100*	58	98
OC(c1ccccc1)c1nc2ccccc2[nH]1 (stereo not given)	96&102	115&94	103	106&109	95&92	104&101	116&115	103&102	101&96
Cc1cc(O)c(C(C)C)cc1N=Cc1ccccc1[N+](=O)[O-]	95	92	100	103	82	100	112	106	nt
O=C(O)CC1c2ccccc2-c2ccccc21	103	112	99	115	92	101	100	110	92
COc1ccc(-c2nn(-c3ccccc3)cc2/C=c2/sc3nc(-c4ccoc4C)nn3c2=O)cc1	102&102	96&100	98&94	98&101	93&90	98&100	105&104	128	92&93
CN(C)CCN(C)CC(C)(C)C(=O)/C=C/c1ccc(Cl)c(Cl)c1	-94*[100 µM]	-98*[100 µM]	-100*[100 µM]	-100*[100 µM]	-100*[100 µM]	-96*[100 µM]	-99*[100 µM]	-95*[100 µM]	-96*[100 µM]
O=C1Nc2ccccc2/C1=C/c1c[nH]c2ccccc12	105	110	43	67	29	64	98	91	92
O=C1N(Cc2ccccc2)c2ccccc2C12CC(c1ccccc1)=NN2 (stereo not given)	97	108	82	100	104	94	112	109	96
Cc1cc(-c2ccc(O)c(C)c2)ccc1O	105	107	111	111	99	98	108	113	110
Nc1ncnc(NC2CCCCC2)n1	102	93	113	103	86	105	121	101	114
CC(C)OC(=O)Nc1cccc([N+](=O)[O-])c1	99	94	96	100	78	97	100	116	63
C[C@]12c3c4cc5c(c3-c3ccccc3[C@@H]1OC(=O)N2CC4)OCO5	101	78	82	95	81	89	108	96	80
COc1ccc(NC(=O)c2sc3nc4c(cc3c2N)CN(CCc2ccccc2)CC4)cc1	104	127	92	89	86	102	90	115	86
Cc1cc(C)cc([N+](=O)[O-])c1	107	101	106	104	85	95	110	123	111
O/N=C(\C=N\O)c1ccccc1	100	102	102	102	82	99	87	101	nt
C=CCc1cc(-c2nc(N)nc(N)n2)cc(C)c1O	100	104	101	106	93	102	109	112	104
O=C1CCCC2=C1C(c1c[nH]c3ccc(Br)cc13)Cc1cc(Br)ccc1N2 (stereo not given)	41	95	25	36	36	34	58	50	14
CC(=O)OCCN1C(=O)c2ccccc2C1=O	95	96	91	102	95	105	106	115	98
Cc1cc2ncn(C(=O)Nc3ccccc3)c2cc1C	97	136	83	95	68	103	104	99	115
CCN(CC)CC(=O)Nc1c(C)ccc(N)c1C	93	100	102	112	86	99	107	116	nt
COc1ccccc1NC(=O)N/N=C/c1c[nH]c2ccccc12	15	33	42	26	39	23	18	-39*	61
OCC1CCCCC1	85	98	nt	99	88	104	116	nt	124
Oc1ccccc1-c1nnc(CNc2ccc(F)c(Cl)c2)o1	105	135	80	91	70	99	104	98	102
COc1c(B(O)O)cccc1-c1nc2ccc3[nH]ncc3c2c2c1CCC2	56	36	17	36	24	74	63	4.3*	35
C=CCn1c(SCC(=O)Nc2ccc(C(=O)/C=C/c3ccc(C)cc3)cc2)nnc1-c1c[nH]c2ccccc12	103	114	85	83	54	84	98	nt	95
c1cncc(CNNc2ncnc3ccccc23)c1	100	nt	95	102	89	100	112	114	110
CC(Nc1ccc(Br)cc1C(=O)O)C(=O)O (stereo not given)	94	99	nt	104	91	101	107	101	106
COc1cc(-c2nc(SCCC(C)C)nc(Nc3ccccc3C)c2C#N)cc(OC)c1OC	101	nt	95	100	83	99	111	108	102
N/C(=C\C(=O)n1nc(-c2ccccc2)cc1N)c1ccccc1	65	101	65	64	38	62	58	77	68
COc1ccc(C2=NN(C(N)=S)C(c3ccc(Cl)cc3)C2)cc1S(=O)(=O)Nc1cccnc1 (stereo not given)	102	115	76	101	92	111	107	nt	24
Cc1ccc(-c2nnc(N3c4ccccc4C=Cc4ccccc43)o2)cc1	101	109	84	94	91	92	103	94	93
O=C(NCCO)c1ccccc1O	98	86	98	99	81	102	107	112	115
COC(=O)c1ccc2cc(OC)cc([N+](=O)[O-])c2n1	126	124	123	109	99	100	107	120	108
C[n+]1ccc(/C=C/c2ccc(Cl)c(Cl)c2)cc1	100	101	78	97	73	106	104	104	101
NS(=O)(=O)c1ccc(NC(=O)CSc2ccc(-c3ccc(F)cc3)nn2)cc1	103	117	99	108	97	103	115	nt	142
CC(=O)c1sc2c(c1C)c(=O)nc1c(-c3nc(-c4ccccc4)cs3)n[nH]n12	107	131	nt	100	75	100	107	nt	109
COc1cc2c(cc1OCCCN1CCN(CCCn3c4ccccc4c4ccccc43)CC1)N=C[C@@H]1CCCN1C2=O	-70*	-80*	-75*	-100*	-92*	-48*	-86*	-78*	-97*
NC(=O)C(=O)N/N=C/c1ccc([N+](=O)[O-])o1	105	123	93	114	84	44	110	93	122
CC1(c2ccccc2O)NN=C(/N=C/c2ccc(O)cc2)N1C(Cc1c[nH]c2ccccc12)C(=O)O (stereo not given)	100	122	82	68	55	87	102	89	85
Cc1cc(Cl)nc(SC/C(=N/O)c2ccccc2)n1	92	101	89	109	97	102	108	115	104
CCc1c(N)nc(N)nc1Nc1ccccc1C	105	124	88	102	92	101	116	119	77

Further compounds follow.
SMILES	786-0	TK-10	CAKI-1	ACHN	UO-31	SN12C	DU-145	RXF 393	A498
COc1ccc(C(=O)Nc2ccc(Sc3cc4cc(OC)c(OC)cc4nc3C)cc2)cc1OC	104	nt	92	98	73	100	100	102	102
O=C(CN1CCNCC1)N1CCCC1	101	103	93	105	84	97	111	112	100
Cc1ccc(-c2nc3ccccc3n2CC(=O)N/N=C/c2cccc(OCc3ccccc3)c2)o1	74	89	67	84	43	83	94	60	84
CC1(C)O[C@@H]2C[C@H]3[C@@H]4CCC5=CC(=O)CC[C@]5(C)[C@@]4(F)[C@@H](O)C[C@]3(C)[C@]2(C(=O)CO)O1	105	96	93	99	73	88	90	130	96
CSc1ccc(C2C(C#N)=C(N)N(c3ccc(OC(F)(F)F)cc3)C3=C2C(=O)CC(C)(C)C3)cc1 (stereo not given)	97	100	78	86	87	98	109	96	103
COc1ccccc1OCC1CO1 (stereo not given)	106	107	nt	112	97	104	113	103	nt
Cc1ccc(S(=O)(=O)NN=C2CCCCCCC2)cc1	92	107	100	106	81	102	110	98	102
O=C(/C=C/c1cn(-c2ccccc2)nc1-c1ccc(Cl)cc1)NNC(=O)Nc1ccc(Br)cc1	98	98	86	103	79	98	103	104	108
O=C1CC(C(F)(F)F)=NN1C(=O)c1nn(-c2ccc(Cl)cc2)cc1O	98	122	53	79	67	80	84	78	78
Nc1ncnc2c1c(-c1cccc(Cl)c1)nn2CC(=O)N1CCc2ccccc2C1	91	91	90	91	74	95	102	79	80
CC1(C)O[C@@H]2CC3C4CCC5=CC(=O)C=C[C@]5(C)[C@@]4(F)[C@@H](O)C[C@]3(C)[C@]2(C(=O)CO)O1 (stereo not given in full)	101	117	82	90	81	59	123	128	145
